Screening data deposited in PubChem BioAssay by National Center for Advancing Translational Sciences (NCATS).
Eya2 inh: Eya2 (human) phosphatase inhibition; O00167; recombinant Eya2, OMFP fluorescence dephosphorylation (OMFP is methylfluorescein phosphate); Potency, µM (highest dose often 76.9 µM), inactives show at the highest dose activity, negative = inhibition, hits mostly inhibitors; hit rate 0.006% among 330,000; AID 488837; further: potency means the concentration at half of the fitted maximal effect; on the % scale 0 is the no-effect control and ±100 the full control effect
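Eya2 (0.2 uM) preincubated 10 min at ambient with compound, then OMFP substrate added at 50 uM; 10 min reaction in 50 mM HEPES pH 7.5, 50 mM NaCl, 5 uM MgCl2, 0.05% BSA, 1 mM DTT. Fluorescence read at Ex 485/Em 525 nm.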
Menin-MLL TR inh: menin-MLL binding inhibition, Texas Red mutant peptide; O00255; Menin + Texas Red MLL mutant peptide, fluorescence polarization; Potency, µM (doses to about 61.6 µM), for inactives: at the top dose FP activity change, negative = inhibition, usual class: inhibitors; hit rate 0.23% among 270,000; active means well fitted inhibition curve with a large enough effect in the polarisation, with a control signal flat, not every such curve was filed as active; inconclusive means small, poorly fitted or top-dose-only effect, or effect the other way, or a change in a side signal; inactive means no such curve, though single readings can be large or run the other way; the % refers to the polarisation; further: potency means the concentration at half of the fitted maximal effect; % of control where 0% means no effect; many of its hits are not listed in these tables
Chronic BCR inh: blocks chronic active B-cell receptor signaling; ABC-DLBCL IkBa-CBG/CBR reporter, luminescence ratio, 4 h; Potency, µM (highest dose often 46.1 µM), inactives show at the top dose ratio change, negative = lower green/red ratio, actives largely listed as inhibitors; hit rate 0.05% among 340,000; AID 493014; active means well fitted inhibition curve with a large enough effect in the signal ratio, with a control signal flat, not every such curve was filed as active; inconclusive means small, poorly fitted or top-dose-only effect, or effect the other way, or a change in a side signal; the % refers to the signal ratio;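 further: potency means the concentration at half of the fitted maximal effect; plate controls were basal doxycycline-induced cells for no effect and cells given 10 µM MG132 for full effect; MG132 reads +100%, hits lower the ratio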
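Doxycycline induced both beetle luciferases in TMD8 lymphoma cells; IKK-driven degradation limits the IkappaBalpha-fused green signal, while red luminescence normalises for cell number and nonspecific effects. Compounds tested up to 46 uM, 4 hrs.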
MBNL1-CUG inh: inhibitors of human MBNL1 binding to CUG repeat RNA. Q9NR56. TR-FRET MBNL1-His/biotin-(CUG)12 binding, 665/545 ratio. Potency, µM (top dose mostly 57.5 µM), without a hit: top-dose activity change, negative = inhibition, most hits filed as inhibitors. hit rate 0.036% among 280,000. AID 2675; active means well fitted inhibition curve with a large enough effect in the signal ratio, with a control signal flat, not every such curve was filed as active; inconclusive means small, poorly fitted or top-dose-only effect, or effect the other way, or a change in a side signal; inactive means no such curve, though single readings can be large or run the other way; the % refers to the signal ratio; further: potency means the concentration at half of the fitted maximal effect; on the % scale 0 is the no-effect control and ±100 the full control effect
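Compound titration spanned 92 nM–58 uM against the MBNL1-His/biotin-(CUG)12 complex. After 60 min at room temperature with 5 nM streptavidin-XL665 and 0.055 ng/ul terbium anti-His, ratiometric 665/545 nm emission (Ex 340 nm) normalized to controls.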
USP2a block: blocks human ubiquitin-specific protease USP2a | Potency, µM (highest dose often 38.3 µM), for inactives: at the highest dose activity change, negative = inhibition, usual class: inhibitors | hit rate 0.01% among 330,000 | USP2 core, Ub-CHOP2 coupled fluorogenic reporter, 485/531;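 further: potency means the concentration at half of the fitted maximal effect; plate controls were DMSO wells for no effect and full inhibition by NEM control for full effect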
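Cell-free coupled assay: 10nM USP2 core preincubated 30min RT with compound in Tris-HCl pH 8.0/CaCl2/CHAPS buffer, then 25nM Ub-CHOP2 and 25nM reporter substrate; fluorescence (Ex 485/Em 531) read after 60min RT, normalized to NEM inhibition, concentration-response curves fitted.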
PKM2 act: activators of human pyruvate kinase M2; P14618; purified PKM2, Kinase-Glo ATP luminescence, activation; response scale: 0% is enzyme alone, no compound; Potency, µM (top dose mostly 57.5 µM), inactives show at the highest dose activation, actives largely listed as activators; hit rate 0.34% among 260,000; AID 1631; further: potency means the concentration at half of the fitted maximal effect; on the % scale 0 is the no-effect control and ±100 the full control effect; nearly all actives have a fitted effect of over 55% in size
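hPK-M2, >95% pure; 0.1 mM ADP / 0.5 mM PEP final; imidazole pH7.2 buffer w/ 7 mM MgCl2, 50 mM KCl; 1 h RT; Kinase-Glo lum. Intermediate enzyme activity for dual inhibitor/activator qHTS.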
GALK inh: galactokinase (human) inhibition | Potency, µM (top dose mostly 57.5 µM), inactives show top-dose activity change, negative = inhibition, hits mostly inhibitors | AID 1868 | P51570 | hit rate 0.007% among 270,000 | Purified GALK, Kinase-Glo residual ATP luminescence; further: potency means the concentration at half of the fitted maximal effect; on the % scale 0 is the no-effect control and ±100 the full control effect
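GALK at 5 nM final was combined with compound, 35 uM ATP and 100 uM galactose in HEPES pH8.0 with MgCl2 and DTT. The reaction ran one hour at room temperature before luminescent ATP detection.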
Mito fusion yeast: inhibitors of mitochondrial division or activators of mitochondrial fusion | S. cerevisiae fusion-defective mutant growth rescue, CellTiterGlo 48 h | Potency, µM (titrated, usually from 46.1 µM), for the others: at the top dose growth rescue (activation), most hits filed as activators | hit rate 0.23% among 320,000 | AID 485298;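 further: potency means the concentration at half of the fitted maximal effect; % of control where 0% means no effect; nearly all actives have a fitted effect of over 45% in size; temperature-sensitive fusion mutants such as fzo1-1 at 37 °C on non-fermentable ethanol glycerol medium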
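Read-out: ATP-based luminescence (CellTiterGlo, 10 min ambient) reporting growth of fusion-defective ts yeast after 48 hours at 37C on glycerol/ethanol YPEG medium in the presence of compound.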
TSHR antagonist: blocks TSH signaling through the human TSH receptor | P16473 | TSHR-expressing cells, TSH-stimulated cAMP HTRF, 2 h; stronger effect = lower value | activity change, negative = inhibition, % at 11.5 µM | hit rate 0.2% among 330,000;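 active means activity change below a set negative limit, meaning inhibition stronger than a set level, cut at about -70% in these data; inconclusive means activity change between two set negative limits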; further: on the % scale 0 is the no-effect control and ±100 the full control effect
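Freshly harvested TSHR cells receive pin-tooled compound, then EC80 TSH at 4nM final. After 2 hours at 37 deg C, antibody in lysis buffer and cAMP-d2 are added; 30 minutes at ambient temperature precede the HTRF read.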
KCNH2 WT inh: KCNH2 (human, wildtype) channel inhibition | hit rate 0.37% among 340,000 | Q12809 | activity change, % at 1.84 µM | U2OS, BacMam KCNH2, thallium flux FluxOr; stronger effect = lower value;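 active means maximum activity change below -70%; inconclusive means maximum activity change between -70% and -50%; inactive means maximum activity change above -50%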; further: on the % scale 0 is the no-effect control and ±100 the full control effect
Target sequence (Q12809 whole entry, looked up): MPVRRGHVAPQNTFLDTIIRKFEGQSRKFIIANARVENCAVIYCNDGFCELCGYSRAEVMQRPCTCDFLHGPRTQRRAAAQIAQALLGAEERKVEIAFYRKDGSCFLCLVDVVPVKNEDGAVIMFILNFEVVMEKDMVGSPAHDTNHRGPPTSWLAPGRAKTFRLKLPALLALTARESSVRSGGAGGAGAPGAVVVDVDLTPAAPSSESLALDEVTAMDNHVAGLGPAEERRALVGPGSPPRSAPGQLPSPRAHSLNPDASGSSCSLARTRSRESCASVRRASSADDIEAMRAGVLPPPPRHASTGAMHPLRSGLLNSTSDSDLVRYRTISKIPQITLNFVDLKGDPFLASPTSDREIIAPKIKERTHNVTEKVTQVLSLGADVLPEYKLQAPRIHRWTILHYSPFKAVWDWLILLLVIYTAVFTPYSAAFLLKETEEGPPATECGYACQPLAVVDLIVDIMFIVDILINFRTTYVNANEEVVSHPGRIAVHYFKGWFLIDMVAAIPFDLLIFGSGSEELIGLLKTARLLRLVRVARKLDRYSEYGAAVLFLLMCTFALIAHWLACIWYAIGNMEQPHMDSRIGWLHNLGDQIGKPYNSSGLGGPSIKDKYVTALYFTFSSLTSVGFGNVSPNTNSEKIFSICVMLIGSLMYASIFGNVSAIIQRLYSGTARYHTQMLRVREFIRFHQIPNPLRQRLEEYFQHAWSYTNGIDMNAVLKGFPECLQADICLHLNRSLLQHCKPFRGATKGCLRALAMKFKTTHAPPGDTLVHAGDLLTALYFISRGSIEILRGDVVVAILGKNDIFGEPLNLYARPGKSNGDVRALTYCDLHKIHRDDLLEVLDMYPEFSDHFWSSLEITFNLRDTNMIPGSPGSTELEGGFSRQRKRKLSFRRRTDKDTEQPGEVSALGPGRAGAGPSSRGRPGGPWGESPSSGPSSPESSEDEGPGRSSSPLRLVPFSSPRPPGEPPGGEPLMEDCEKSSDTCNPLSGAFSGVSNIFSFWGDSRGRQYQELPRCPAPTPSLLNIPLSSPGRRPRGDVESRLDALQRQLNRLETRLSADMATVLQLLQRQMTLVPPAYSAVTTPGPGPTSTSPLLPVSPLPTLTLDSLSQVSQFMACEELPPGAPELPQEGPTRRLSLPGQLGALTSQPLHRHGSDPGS
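U2OS cells transduced with wild-type KCNH2 virus are loaded with FluxOr dye for 45 min, and thallium flux is measured in kinetic reads before and after stimulation buffer. Rate constants are normalized to DMSO controls.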
ASM inhibitor: blocks human secretory acid sphingomyelinase | P17405 | placental ASM, HMU-PC fluorogenic substrate, 60 min | Potency, µM (highest dose often 57.5 µM), for inactives: at the highest dose activity change, negative = inhibition, usual class: inhibitors | hit rate 0.006% among 340,000; further: potency means the concentration at half of the fitted maximal effect
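Human placenta-derived ASM preincubated with compound 10 min at room temperature, then reacted with 9 uM (final) fluorogenic HMU-PC substrate for 60 min at 37 C. Stop solution raises pH to 10; fluorescence read at Ex 386/Em 447 nm.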
* marks the source's active call; other numbers are inactive results; i = inactive; ? = inconclusive; · = no result given; [ ] = another dose, or the depositor's remark. Unless noted, the call rests on the fitted dose curve; in most records, active means well fitted curve in the direction sought with a large enough effect; inconclusive means small, poorly fitted or top-dose-only effect, or another doubt; inactive means no such curve, though single readings can be large; an effect the other way counts as inactive or inconclusive.

SMILES | Eya2 inh | Menin-MLL TR inh | Chronic BCR inh | MBNL1-CUG inh | USP2a block | PKM2 act | GALK inh | Mito fusion yeast | TSHR antagonist | KCNH2 WT inh | ASM inhibitor
Cc1ccc(C(=O)CCS(=O)(=O)c2ccc(F)cc2)cc1 | -7% | 10% | ? | -1% | -2% | -9% | -6% | -1% | 27 | -1 | -2%
COc1ccc(NS(=O)(=O)c2cc(NC(=O)c3cnc(C)cn3)ccc2N2CCCC2)cc1 | 13% | ? | 2% | 14% | -4% | -6% | -1% | ? | 0 | 7 | -14%
C#CCOCCOCCOCCNc1nc(N2CCN(C(=O)[C@H]([C@@H](C)CC)n3cc(CCCCN)nn3)CC2)nc(N2CCN(C(=O)[C@H](CCCCN)n3cc(CCCC)nn3)CC2)n1 | -2% | · | -3% | · | 1% | · | · | -6% | -2 | -4 | 3%
COCCNc1ccc(S(=O)(=O)N2CCCC2)cn1 | 0% | 14% | 0% | -6% | 2% | 0% | 4% | 0% | 17 | -4 | 4%
C[C@@H](OC(=O)c1[nH]cnc1C(=O)N1CCc2ccccc2C1)c1ccccc1 | 8% | · | ? | · | 4% | · | · | · | 4 | 7 | -4%
CCOC(=O)N1C=CC=C[C@@H]2[C@@H](N3C(=O)c4ccccc4C3=O)C(=O)N21 | 6% | 0% | ? | 11% | 2% | -2% | 3% | -3% | 1 | -2 | 0%
Cc1ccc(C)c(C(=O)COC(=O)CN2C(=O)C3C4C=CC(C4)C3C2=O)c1 (stereo not drawn) | 13% | -2% | 0% | -9% | 1% | 0% | 0% | 4% | -5 | 4 | 2%
Cc1[nH]c2ccccc2c(=O)c1SC(F)(F)C(F)C(F)(F)F (stereo not drawn) | 6% | 23% | -2% | 8% | 5% | 0% | 0% | -6% | -7 | 0 | 0%
CCN1C(=O)C(CC(=O)Nc2ccc(F)cc2)N(Cc2ccc3c(c2)OCO3)C1=S (stereo not drawn) | 8% | ? | ? | -1% | -1% | 3% | 1% | 6% | 7 | -9 | -1%
[O-][n+]1c2ccccc2c2n1CCN=C2c1ccc(Cl)cc1 | 14% | · | ? | · | 0% | · | · | 8% | -6 | 1 | -6%
CCC(C)(C)NC(=O)COc1ccc(OCc2ccccc2)cc1 | -6% | ? | 1% | -2% | 2% | -2% | -1% | 4% | -14 | -3 | -2%
CNC(=S)N(Cc1cc2cc(OC)c(OC)cc2[nH]c1=O)C1CCCC1 | -21% | 11% | ? | 11% | 0% | -1% | 4% | 0% | -3 | 4 | 0%
CCN1CCN(CC(=O)Nc2ccc(Cl)c(S(=O)(=O)N(C)C)c2)CC1 | -17% | ? | 2% | -5% | -12% | 7% | -2% | 0% | -3 | -1 | 2%
O=C1CC(C(=O)Nc2nccs2)C(c2ccccc2)O1 (stereo not drawn) | 0% | 12% | 0% | -12% | 2% | 15% | 7% | 0% | -8 | 0 | -2%
COCCN(C(C)=O)c1nnc(-c2ccccn2)s1 | 4% | 0% | 3% | 1% | 4% | 0% | 5% | -4% | -6 | -12 | 5%
CCCN1CCN(C(=O)c2ccc(-c3ccc([N+](=O)[O-])cc3)o2)CC1 | -11% | · | ? | · | 3% | · | · | 0% | -11 | 13 | 5%
Cc1nnc(SCCC(=O)Nc2nc(-c3ccccc3)ns2)s1 | · | ? | · | 4% | · | 0% | 0% | 1% | · | -2 | -28%
O=C(CN1CCN(S(=O)(=O)c2ccc(Cl)s2)CC1)N1CCOCC1 | 13% | · | -14% | -2% | 7% | 8% | -3% | 0% | 1 | -2 | 2%
Cc1cc(O)c(C(C)C)cc1NC(=O)Nc1cccc2ccccc12 | -7% | · | ? | · | 0% | 1% | -2% | -2% | -13 | 4 | -1%
COc1ccc2c(c1)c(=O)oc1cc(OCC(=O)NC3CC3)ccc12 | 3% | 21% | ? | 8% | 1% | 2% | -1% | -8% | -2 | -1 | 97%[activator]
N#CC1=C(S)N(c2ccccc2)C(c2ccc(-c3cc(Cl)ccc3Cl)o2)NC1=O (stereo not drawn) | 1% | ? | -9% | 18% | -1% | -5% | -9% | 6% | 21 | -3 | -1%
COc1cccc2c1OC1(C)CC2NC(=O)N1c1cccc(C(=O)N2CCN(c3ccccc3)CC2)c1 (stereo not drawn) | 5% | 1% | 0% | 5% | -1% | 5% | 1% | 2% | 5 | 12 | 2%
CCn1c(SCc2nc3sc(C(=O)O)c(C)c3c(=O)[nH]2)nc2ccccc21 | -13% | 17% | -19% | 4% | 2% | 10% | -5% | 3% | -17 | -6 | 7%
Cc1cc(OCC(=O)NC(C)c2ccccc2)ccc1[N+](=O)[O-] (stereo not drawn) | 0% | 4% | -1% | 3% | 1% | -1% | 6% | 2% | -5 | i | 7%
COc1cc(NC(=O)c2cc3ccccc3cc2OC)ccc1NC(=O)c1cccs1 | -2% | · | 5% | 2% | 1% | 0% | 6% | -25% | -21 | 8 | -22%
Cc1cc(C(=O)N2CCN(c3ccc(C(F)(F)F)cn3)CC2)c(C)o1 | -18% | · | 0% | 1% | -2% | 27% | · | -3% | -9 | -1 | -2%
COc1ccc(Nc2nc(N)nc(CN3CCOCC3)n2)cc1 | 15% | -3% | -1% | -5% | -6% | -3% | 4% | 7% | 5 | 7 | 0%
O=C(CCN1C(=O)C2C3CC(C(Br)C3Br)C2C1=O)OCC(=O)c1ccccc1 (stereo not drawn) | -2% | 3% | -1% | -10% | 0% | -5% | 1% | -1% | 1 | 1 | 0%
COc1ccccc1C1=NOC(CN2C(=O)c3ccccc3S2(=O)=O)C1 (stereo not drawn) | -5% | · | -2% | -2% | -1% | 1% | 0% | -1% | -5 | -2 | -3%
c1ccc2c(C3=NNC(=NC4CC4)SC3)c[nH]c2c1 | 6% | 4% | -15% | · | 0% | 2% | 2% | 0% | 0 | -10 | 3%

Single records (already shown).
COc1ccc2c(c1)c(=O)oc1cc(OCC(=O)NC3CC3)ccc12 in the list: Eya2 inh = 3%; Menin-MLL TR inh = 21%; Chronic BCR inh = ?; MBNL1-CUG inh = 8%; USP2a block = 1%; PKM2 act = 2%; GALK inh = -1%; Mito fusion yeast = -8%; TSHR antagonist = -2; KCNH2 WT inh = -1; ASM inhibitor = 97%[activator]
CCC(C)(C)NC(=O)COc1ccc(OCc2ccccc2)cc1 in the list: Eya2 inh = -6%; Menin-MLL TR inh = ?; Chronic BCR inh = 1%; MBNL1-CUG inh = -2%; USP2a block = 2%; PKM2 act = -2%; GALK inh = -1%; Mito fusion yeast = 4%; TSHR antagonist = -14; KCNH2 WT inh = -3; ASM inhibitor = -2%

(further entries)
SMILES | Eya2 inh | Menin-MLL TR inh | Chronic BCR inh | MBNL1-CUG inh | USP2a block | PKM2 act | GALK inh | Mito fusion yeast | TSHR antagonist | KCNH2 WT inh | ASM inhibitor
CS(=O)(=O)n1nc(-c2cccnc2)nc1NCc1ccccc1 | 0% | 10% | 0% | -1% | 4% | 0% | -1% | 0% | -13 | -14 | 4%
O=C(NC1CCCCC1)C(c1ccc(O)c(O)c1)N(C(=O)Cn1nnc2ccccc21)c1cccc(O)c1 (stereo not drawn) | -11% | -3% | 1% | -2% | -1% | 7% | 13% | 4% | -6 | -7 | 0%
COc1ccccc1NS(=O)(=O)c1cc(NC(=O)Nc2cccc(C)c2)ccc1N1CCCCC1 | -11% | · | 6% | · | 1% | 0% | 2% | 2% | -3 | -1 | -2%
C=CCS/C(N)=N\N=C\c1cc(Br)cc([N+](=O)[O-])c1O | -3% | · | -12% | · | 1% | 1% | -2% | -3% | -11 | 6 | -7%
CCN1CCN(c2ccc(S(=O)(=O)N3CCOCC3)cc2NC(=O)c2ccc(C)cc2C)CC1 | 2% | · | ? | · | 4% | · | · | -1% | -4 | 3 | -1%

These rows are one share of the data; the hit share may differ from the screen's.
